KCC2 mod: KCC2 cotransporter modulators, thallium flux, primary screen, cell-based, HEK293 KCC2, FluoZin-2 fluorescence, MLSMR | Solute carrier family 12 member 5 (Homo sapiens), Q9H2X9 | KCC2 cells, thallium flux FluoZin-2 fluorescence | B-score of Tl+ flux slope (higher = more flux/activation; lower = inhibition) at 10 µM | 190,000 compounds, 2.2% hits | AID 1456, 2008;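 active = thallium flux slope and its plate-corrected score both differing from the plate sample mean at a set confidence after two filtering rounds, in either direction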;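 also: slope of fluorescence scaled to starting intensity during 10 to 20 s after thallium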
TNF death inh: inhibitors of TNF-alpha triggered necroptosis, primary screen, cell-based, Jurkat FADD-/-, single concentration; Jurkat FADD-/- TNF necroptosis rescue, ATP luminescence, 24 h; 0 = TNF only, 100 = no-TNF cells; activation (protection from cell death), % at 10 µM; 220,000 compounds, 0.068% hits; AID 463075, 2010;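 active = activation, meaning protection from cell death, of at least 50% relative to plate controls; inactive = activation below 50%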;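 also: necroptosis triggered by 40 ng/mL TNF-alpha added together with compound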
PERK inh: block of dimerizer-induced PERK translation repression, primary screen, PERK inhibitor project, CHO PERK-DD cells, SEAP luminescence, HTS | Eukaryotic translation initiation factor 2-alpha kinase 3 (Homo sapiens), Q9NZJ5 | CHO PERK-DD fusion, SEAP luminescence translation reporter | inhibition, % at 5.6 µM | 220,000 compounds, 0.17% hits | AID 1416, 2008;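 active = inhibition above the mean inhibition of all tested compounds plus 3 SD, set separately per screening campaign, cut at about 2.9% in these data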;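 also: PERK kinase domain activated by AP20187 dimerizer at 100 nM; 0% = DMSO with dimerizer and 100% = rapamycin at 8.4 µM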
eIF4E 4G PPI: eIF4E–eIF4G protein interaction inhibitors, primary screen, biochemical, uHTS, TR-FRET, eIF4GI fragment | Eukaryotic translation initiation factor 4E (Mus musculus) + Eukaryotic translation … | TR-FRET eIF4E-eIF4GI(517-606) binding, 2 h | inhibition, % at 21.7 µM | 220,000 compounds, 0.37% hits | AID 782, 2007;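 active = inhibition above about 30%, limit read from the data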;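 also: 0% = full FRET control wells and 100% = background wells lacking eIF4GI fragment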
Target sequence (P63073 whole entry, looked up, the tested form may be a part): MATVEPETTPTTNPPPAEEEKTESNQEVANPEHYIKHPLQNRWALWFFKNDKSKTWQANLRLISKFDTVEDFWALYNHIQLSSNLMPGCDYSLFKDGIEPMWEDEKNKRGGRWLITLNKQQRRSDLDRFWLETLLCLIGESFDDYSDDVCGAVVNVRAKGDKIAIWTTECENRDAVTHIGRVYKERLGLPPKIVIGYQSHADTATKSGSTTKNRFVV
Target sequence (Q04637 whole entry, looked up, the tested form may be a part): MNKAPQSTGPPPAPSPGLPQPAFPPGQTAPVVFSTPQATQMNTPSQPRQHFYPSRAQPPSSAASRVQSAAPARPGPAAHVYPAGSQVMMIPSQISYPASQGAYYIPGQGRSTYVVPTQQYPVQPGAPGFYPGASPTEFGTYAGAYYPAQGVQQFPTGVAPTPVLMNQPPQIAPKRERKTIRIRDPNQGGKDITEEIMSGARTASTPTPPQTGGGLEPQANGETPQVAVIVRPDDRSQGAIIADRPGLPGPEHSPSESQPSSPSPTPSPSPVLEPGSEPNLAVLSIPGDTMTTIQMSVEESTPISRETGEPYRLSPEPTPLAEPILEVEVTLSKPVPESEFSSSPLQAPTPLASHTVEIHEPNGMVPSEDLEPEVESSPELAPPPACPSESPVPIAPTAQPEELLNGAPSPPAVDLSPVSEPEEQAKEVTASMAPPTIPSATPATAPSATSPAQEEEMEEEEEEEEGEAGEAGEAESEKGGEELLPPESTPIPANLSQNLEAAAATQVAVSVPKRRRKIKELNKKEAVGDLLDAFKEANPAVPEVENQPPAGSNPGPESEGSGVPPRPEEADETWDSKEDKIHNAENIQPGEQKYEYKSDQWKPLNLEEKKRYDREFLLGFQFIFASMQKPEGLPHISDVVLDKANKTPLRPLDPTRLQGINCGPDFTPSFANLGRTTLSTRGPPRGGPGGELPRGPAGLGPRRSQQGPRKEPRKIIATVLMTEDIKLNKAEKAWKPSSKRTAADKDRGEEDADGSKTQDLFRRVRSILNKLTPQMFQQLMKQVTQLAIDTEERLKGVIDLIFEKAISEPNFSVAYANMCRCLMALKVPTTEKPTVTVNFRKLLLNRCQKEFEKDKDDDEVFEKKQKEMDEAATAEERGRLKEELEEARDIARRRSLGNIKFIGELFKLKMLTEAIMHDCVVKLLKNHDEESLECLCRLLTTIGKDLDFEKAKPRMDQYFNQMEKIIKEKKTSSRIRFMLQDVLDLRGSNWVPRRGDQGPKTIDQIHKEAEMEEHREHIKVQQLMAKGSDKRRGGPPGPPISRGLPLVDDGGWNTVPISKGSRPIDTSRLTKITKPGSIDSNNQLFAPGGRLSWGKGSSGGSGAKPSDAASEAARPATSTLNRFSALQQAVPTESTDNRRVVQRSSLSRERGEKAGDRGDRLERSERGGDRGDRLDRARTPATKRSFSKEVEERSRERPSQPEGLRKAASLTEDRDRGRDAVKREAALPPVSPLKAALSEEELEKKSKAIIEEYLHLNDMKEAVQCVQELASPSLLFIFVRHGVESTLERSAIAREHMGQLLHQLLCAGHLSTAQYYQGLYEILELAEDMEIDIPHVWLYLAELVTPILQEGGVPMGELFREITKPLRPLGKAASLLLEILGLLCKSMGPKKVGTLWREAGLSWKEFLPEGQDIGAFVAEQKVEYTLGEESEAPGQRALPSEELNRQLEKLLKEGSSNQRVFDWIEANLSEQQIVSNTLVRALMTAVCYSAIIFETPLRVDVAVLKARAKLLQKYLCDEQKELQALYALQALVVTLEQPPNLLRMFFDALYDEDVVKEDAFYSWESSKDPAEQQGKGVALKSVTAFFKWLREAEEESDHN
MDM2 E3 inh: MDM2-luciferase reporter signal enhancers, primary screen, MDM2 E3 ligase inhibitor project, cell-based, luminescence, 1536-well; E3 ubiquitin-protein ligase Mdm2 (Homo sapiens), Q00987; cell-based MDM2 ubiquitination luciferase reporter, 2 h; 0 = plate control, 100 = twice control, blank-subtracted; signal enhancement, % at 5 µM; 210,000 compounds, 0.11% hits;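 active = signal enhancement of 30% or more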;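 also: luminescence tracks abundance of the self-degrading MDM2-luciferase fusion protein; higher signal means inhibition of MDM2 E3 ligase activity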
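System: stable MDM2–luciferase fusion reporter cells / Input: 2000 cells seeded into each well / Schedule: 4 h settle plus 2 h compound, 37 °C / Compound: single-point 5 µM / Buffer or medium: cells held in DMEM / Benchmarks: control and blank well means / Evaluation: percent signal gain over controls, blank-subtracted / Measured by: luciferase luminescence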
Calpain2 inh: inhibitors of pig calpain II, primary screen, biochemical, fluorogenic peptide substrate, 1536-well; purified calpain II, 30 min; inhibition, % at 16 µM; 220,000 compounds, 0.37% hits; AID 1236, 2008;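 active = inhibition above about 50%, limit read from the data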
Rad51 HR inh: human RAD51 strand exchange inhibitors, primary screen, biochemical, fluorescence; AID 1385, 2008; 200,000 compounds, 0.085% hits; hRad51 DNA strand exchange, fluorescence dequenching; inhibition, % at 10 µM; DNA repair protein RAD51 homolog 1 (Homo sapiens), Q06609;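 active = inhibition above 40% at the single screening dose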;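 also: 0% = DMSO control wells and 100% = blanks with heterologous ssDNA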
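Test system: preformed human Rad51 ssDNA filaments. Compound dosing: single dose, 10 µM final compound. Incubation: filaments 15 min 37 °C, then compound 30 min. Technique: FRET fluorescence dequenching, excitation 485 nm, emission 520 nm. Read-out basis: percent inhibition from fluorescence, normalised to plate control and blank means. Benchmarks: plate controls and plate blanks.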
zVAD death inh: inhibitors of zVAD-triggered necroptosis, primary screen, L929 cells. L929 zVAD necroptosis rescue, ATP luminescence, 24 h; with zVAD 60 µM. viability rescue, % at 10 µM. 220,000 compounds, 0.38% hits. AID 1377, 2008;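 active = activation, scaled between plate controls, above about 75%, limit read from the data; inactive = activation under that limit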;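 also: 0% = zVAD with DMSO and 100% = DMSO alone without zVAD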
EBV gp42 inh: Epstein-Barr virus gp42 inhibitors, primary screen, biochemical, uHTS, fluorescence polarization. inhibition, % (tested at 21.74 µM). AID 1085, 2008. Fluorescence polarization binding assay, mP read-out. Glycoprotein 42 (Epstein-Barr virus (strain AG876)), Q1HVG2. 220,000 compounds, 0.42% hits; in the data active = inhibition above about 50%
Starred values were filed as active, the others as inactive; / = no result given; [ ] = another dose, or the depositor's remark.

SMILES	KCC2 mod	TNF death inh	PERK inh	eIF4E 4G PPI	MDM2 E3 inh	Calpain2 inh	Rad51 HR inh	zVAD death inh	EBV gp42 inh
COc1ccc(N2CCN(c3oc(Cc4ccccc4)nc3C#N)CC2)cc1	0.021	-2.7	-0.6	-5	-21	18	0	-0.2	-2
CCCS(=O)(=O)C/C(N)=N/OC(=O)c1ccc(Cl)cc1	0.19	0.4	0.3	1	-14	6	2	-0.5	-6
CCCOc1ccc(C(C)=O)cc1CC(C(=O)OCC)C(=O)OCC	0.006	-1.3	-0.4	-11	6	-18	-6	-0.1	-5
C=CC(COCc1ccccc1)N(Cc1ccc(OC)cc1)S(=O)(=O)c1ccccc1Br (centres undefined)	-0.91	-0.3	/	1	16	16	9	-0.4	-28
O=C(NNC(=O)c1cc(O)c(O)c(O)c1)NC1CCCCC1	0.28	-3.1	1.0	4	-6	-11	3	1.7	-23
COc1c(/C=N/NC(N)=S)c(C)nn1-c1ccccc1	-1.4	-1.7	0.4	-15	7	15	-5	-0.6	9
O=C(COc1ccccc1)NCC(=O)N/N=C/c1ccccc1	-0.78	0.7	-1.5	2[fluorescence artefact?]	-4	22	-2	-0.2	7
O=[N+]([O-])c1ccc(N2CCCC2)cc1NCc1ccccc1	-0.84	-4.6	1.7	-1	-9	-20	12	-0.1	3
COP(=O)(CC(=O)c1ccccc1)CC(=O)c1ccccc1	0.46	-0.4	0.9	-7	-14	-12	7	1.0	-12
COCCCNc1oc(-c2cccs2)nc1S(=O)(=O)c1ccc(C)cc1	-0.8	2.5	1.7	-3	-16	6	27	0.5	12

Three entries from above, ordered by their value in KCC2 mod, descending.
Structure,KCC2 mod
COP(=O)(CC(=O)c1ccccc1)CC(=O)c1ccccc1,0.46
COc1ccc(N2CCN(c3oc(Cc4ccccc4)nc3C#N)CC2)cc1,0.021
CCCOc1ccc(C(C)=O)cc1CC(C(=O)OCC)C(=O)OCC,0.006

Next part.
SMILES	KCC2 mod	TNF death inh	PERK inh	eIF4E 4G PPI	MDM2 E3 inh	Calpain2 inh	Rad51 HR inh	zVAD death inh	EBV gp42 inh
COc1ccc(C(CNC(=O)COc2ccc(F)cc2Br)N2CCCC2)cc1 (centres undefined)	-1.2	3.9	0.7	1	-6	-19	26	-1.7	-4
COc1ccc(CCN2C(=O)CSC2=Nc2ccc(C)cc2C)cc1OC	-0.23	0.3	-0.4	1	-4	2	8	-0.8	-13
O=C(CSc1nc2ccccc2o1)N/N=C/c1ccc(O)c(O)c1	-0.0084	-13	1.8	-1	/	5	11	2.2	12
CCC(=O)Nc1ccc(C(=O)NNC(=O)COc2cccc(C)c2)cc1	-0.33	-2.0	0.4	1	5	15	3	0.8	-8
Cc1cccc(N2N=C(C(=O)Nc3nc(C)cs3)CCC2=O)c1	0.51	1.3	-0.3	1	5	-40	17	31	-9
CCOc1cc2[nH]c(=S)n(CC3CCCN3CC)c(=O)c2cc1OCC (centres undefined)	0.83	1.8	-0.9	0	3	2	-8	1.6	-8
Cc1cc(C(=O)Cn2nnc(-c3ccc(Cl)cc3)n2)c(C)n1CC1CCCO1 (centres undefined)	0.92	-2.4	-0.3	-11[fluorescence artefact?]	-10	-93	-7	20	1
CN(C)CC(C)(C)CNC(=S)NCc1ccc2c(c1)OCO2	0.91	1.5	0.4	3	-9	-5	8	0.4	-2
c1ccc(COc2cccc(CN3CCN(c4ccccn4)CC3)c2)cc1	/	-1.3	-0.4	3	-6	13	-7	-0.6	-11
CCC(=O)c1c[nH]c(C(=O)N2CCN(c3ccccc3)CC2)c1	0.16	-1.3	0.1	-10	-11	26	0	2.2	7
O=C(CN1CCOCC1)NNc1nc(-c2ccccc2)c2cc(Br)ccc2n1	-0.45	1.5	-0.6	0	-9	-16	5	0.8	-11
C=CCn1c(N2CCCC2)nc2c1c(=O)[nH]c(=O)n2C	0.52	1.9	-0.6	1	1	16	8	0.8	-4
CNC(=O)c1cc(NC(=O)CCn2nc(-c3ccccc3)c3ccccc3c2=O)ccc1OC	-0.18	1.7	0.4	-1	0	-20	8	0.3	-6
COc1ccc(OC)c(NC(=O)c2ccc(NC(C)=O)cc2)c1	/	0.6	0.2	-3	-10	9	-10	1.7	-1
CCN(CC)S(=O)(=O)c1ccc(NC(=O)Cc2cccs2)cc1	-1.7	2.9	0.7	5	-4	-50	-5	28	0
COc1ccc(-c2nnn(CC(=O)NC3CCCc4ccccc43)n2)cc1OC (centres undefined)	/	0.2	0.3	/	/	/	-7	40	/
Cc1cc(Cl)c(OCCCCN2CCOCC2)c(Br)c1	0.21	2.6	0.0	5	-9	5	/	0.1	5
CC(C)(C)n1nnnc1C(c1cccc(C(F)(F)F)c1)N1CCOCC1 (centres undefined)	1.5	-0.4	0.0	0[fluorescence artefact?]	-16	8	-1	-0.4	-7
COCCn1cnnc1SCC(=O)Nc1cccc(S(=O)(=O)N(C)c2ccccc2)c1	-0.78	-0.7	0.0	0	-4	-25	16	-0.1	-1
CCC(C)C(NC(=O)C1CCC(C)CC1)C(=O)NCc1cccnc1 (centres undefined)	1.3	-0.8	-1.0	-2[fluorescence artefact?]	4	-8	-4	1.1	2
CCCN(CC1CC1)C(=O)CSc1ncnc2sc(C)c(C)c12	/	0.4	-2.4	-2	-12	21	3	-0.4	-11
O=C(NC(=S)Nc1ccc(N2CCOCC2)cc1)c1cccs1	3.1*	2.0	-0.1	4	-8	16	-2	10	-27
CCN(CC)C(=O)CSc1nnc(-c2ccco2)n1Cc1ccco1	1.7	-3.8	-0.7	-11[fluorescence artefact?]	-3	-17	1	0.3	-18
CCOC(=O)c1ccc(NC(=O)NCc2ccncc2)cc1	1.2	-0.6	0.9	2	-14	7	4	0.1	-22
O=C(Nc1ccc2c(c1)OCO2)C1CCN(C(=O)c2ccc(Cl)cc2)CC1	0.34	-0.2	0.1	0	1	-25	-105	2.8	-13
COc1cccc(/C=N/Nc2ccc(C(=O)O)cc2)c1O	-0.76	-5.0	0.3	12	/	26	/	-0.8	-5
COc1cc(C(=O)Nc2sc(C)c(C)c2C(=O)O)cc(OC)c1OC	0.73	1.0	0.3	0	-1	-15	-8	3.8	-11
O=C(Nc1nc2ccccc2n1Cc1ccccc1)c1ccco1	/	-2.8	-0.4	5[fluorescence artefact?]	-11	-3	-3	-0.2	-14
CC(C)(C)NC(=O)NC(=O)CSc1nncs1	-0.89	-1.4	-0.4	-1	2	6	-4	1.7	5
C=CCNC(=S)NNc1nc2c(c(=O)[nH]1)C1(CCCC1)Cc1ccccc1-2	0.063	1.4	0.3	-2	/	-29	/	0.5	3
Cc1ccccc1C(=O)N1CCN(c2ccc(NC(=S)NC(=O)c3cccs3)cc2)CC1	3.2	-2.8	-0.1	1	-9	-88	-3	-0.5	3
CNc1ccccc1C(=O)OCC(C)=O	0.66	1.2	1.1	5	/	-371	2	8.6	-26
CN(C)CCNC(=O)CNC(=S)N(Cc1ccccc1)Cc1ccccc1F	0.046	0.8	-0.6	3	-13	38	10	-0.5	-5
COC(=O)[C@H](C)NC(=O)/C=C/c1ccc(OC)cc1	-0.39	1.6	0.6	0[fluorescence artefact?]	-14	-5	4	2.5	6
Cc1ccc(-c2nnc(Nc3ccccc3)c3ccccc23)cc1S(=O)(=O)NCC1CCCO1 (centres undefined)	-0.74	-11	-0.6	-15	-1	-6	15	0.7	16
CCN(CC)S(=O)(=O)c1ccc(N=N/C(C(C)=O)=C(/C)O)cc1	0.4	3.7	0.2	4	1	16	-3	0.5	-10
CCC(=O)NCCNC(=O)c1c(SC)nsc1SC	0.43	1.3	0.4	9[fluorescence artefact?]	-9	17	0	-0.2	3
CC1=CC2=NC(=O)CC(C)(C(=O)N(CC(=O)NC3CCCC3)c3ccccc3C)N2C=C1 (centres undefined)	-0.24	-0.1	0.3	-1	/	-145	39	-0.5	-1
CCOC(=O)C1(Cc2ccc(OC)cc2)CCN(C(=O)Cc2cccnc2)CC1	/	-0.2	1.5	-3	-16	5	/	-1.0	-8
O=C(NC(=S)Nc1ccccc1Cl)c1cnn2c(C(F)(F)F)cc(C(F)(F)F)nc12	0.056	-2.4	0.2	2	-9	-12	-1	5.0	-13
O=S(=O)(Nc1ccc2c(c1)OCCO2)c1cccs1	-0.074	1.7	0.1	3	-9	-20	1	-0.3	-25
COc1cnn(-c2ccccc2)c(=O)c1OC	-0.75	3.1	1.8	-1	-7	-14	-1	0.3	-7
COc1ccc(NC(=O)CSc2nc3ncccc3[nH]2)cc1OC	-4.7	2.7	-1.1	0	-18	6	1	-0.1	1
Cc1nn(CC(=O)Nc2c(C)n(C)n(-c3ccccc3)c2=O)c(C)c1[N+](=O)[O-]	1.1	0.2	0.3	-1	9	2	0	-1.2	-14
COc1ccc(-c2noc(CCC(=O)NCCN3CCN(c4ccccc4F)CC3)n2)cc1	0.15	-2.0	-2.6	4	0	-21	10	0.9	-18
S=C1NCN(Cc2ccco2)CN1c1ccccc1	0.045	1.0	0.9	-2	-10	-7	-4	-0.4	-3
Cc1cc(NC(=O)CSc2nc3ccccc3s2)no1	-1.1	3.3	1.3	-1	-28	6	1	-0.1	-16
O=C(Nc1cccc(F)c1)c1ccc(S(=O)(=O)N2CCOCC2)cc1	/	3.0	-0.1	-3	-3	12	-9	3.8	-5
CC(C)n1c(=O)[nH]c2cc(C(=O)Nc3ccccc3)ccc21	-0.39	0.6	-0.2	-1	3	-13	0	4.2	1
CC(CCc1ccccc1)NC(=O)C(=O)NCCc1ccccc1 (centres undefined)	-3.5	1.2	0.1	-5	-19	9	35	-0.6	-5

Next entries follow.
SMILES	KCC2 mod	TNF death inh	PERK inh	eIF4E 4G PPI	MDM2 E3 inh	Calpain2 inh	Rad51 HR inh	zVAD death inh	EBV gp42 inh
O=C(c1cc(Cl)c(=O)n(Cc2ccccc2)c1)N1CCOCC1	1.1	-1.9	0.5	5	1	4	0	-0.1	-14
CC(=O)Oc1cc2c(C(=O)NCc3ccncc3)c(C)oc2c2ccccc12	-0.85	3.5	/	-19	-4	-6	1	1.7	-17
O=C(Oc1ccc(-c2csnn2)cc1)c1cccs1	-1.1	0.3	1.7	0	-8	-18	1	0.3	-14
O=C(C1CCN(c2ncnc3c2sc2cccc(F)c23)CC1)N1CCOCC1	0.085	-1.6	-1.0	4	-23	-25	-1	-0.1	-1

Compound activity deposited in PubChem BioAssay by several laboratories.
